Compound activity as filed in PubChem BioAssay.
E coli growth – bacterial growth inhibition, counter-screen for AddAB inhibitors | 0.27% of 330,000 active | E. coli V3065 growth, OD600 absorbance, 18 h | inhibition, % at 11.9 µM;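 active = inhibition above the campaign's mean inhibition across all tested compounds plus 3 SD, cut at about 9.9% in these data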;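 note: uninfected addAB+ strain grown without phage in ampicillin broth; 0% = DMSO wells and 100% = ciprofloxacin 0.95 µg/ml wells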
AddAB inh – less growth of phage-infected E. coli with AddAB; E. coli expressing H. pylori AddAB, absorbance growth; inhibition, % at 11.9 µM; 0.29% of 330,000 active; in the data active = inhibition above about 12%;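 note: 0% = vehicle wells of infected cells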
Wnt act – activates Wnt/beta-catenin signaling in a reporter cell assay | activator, plate reader | activation, % at 9.35 µM | 1.2% of 300,000 active; in the data active = activation above about 30%, passing the limit was not always enough; inconclusive = no clear call, values can overlap the other calls;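 note: 0% = neutral control wells and 100% = positive control wells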
SR-BI DiI inh – inhibitors of mouse SR-BI mediated HDL lipid uptake. ldlA[mSR-BI] CHO cells, DiI-HDL uptake fluorescence, 3 h. 0.96% of 320,000 active. inhibition, % at 12.5 µM. Q61009;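 active = mean replicate inhibition of at least 70% and a set share of replicates each scoring 70 or more; inconclusive = meets just one of the two criteria; inactive = fails both criteria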;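 note: 0% = median of neutral control wells and 100% = median of positive control wells; values of inactives mirror those of a sister screen read the other way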
Target sequence (Q61009 whole entry, looked up): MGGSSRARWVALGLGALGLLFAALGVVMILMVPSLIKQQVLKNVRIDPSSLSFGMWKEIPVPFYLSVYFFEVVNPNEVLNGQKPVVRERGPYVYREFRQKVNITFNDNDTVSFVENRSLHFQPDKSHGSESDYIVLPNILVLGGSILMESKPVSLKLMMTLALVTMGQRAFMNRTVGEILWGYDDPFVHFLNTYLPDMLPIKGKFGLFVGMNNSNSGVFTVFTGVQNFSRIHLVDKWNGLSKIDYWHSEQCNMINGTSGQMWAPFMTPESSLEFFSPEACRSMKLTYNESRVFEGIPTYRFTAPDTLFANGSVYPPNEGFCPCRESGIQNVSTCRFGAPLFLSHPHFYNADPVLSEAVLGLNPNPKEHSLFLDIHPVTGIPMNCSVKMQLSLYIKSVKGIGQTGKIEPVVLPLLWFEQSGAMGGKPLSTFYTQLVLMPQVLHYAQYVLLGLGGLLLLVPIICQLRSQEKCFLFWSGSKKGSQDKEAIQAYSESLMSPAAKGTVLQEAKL
MITF TRPM1 HTS – activators of MITF-driven TRPM1 promoter activity in SK-MEL-5 cells. AID 588334. 0.75% of 300,000 active. SK-MEL-5 TRPM1-promoter luciferase, 24 h; % of positive control, neutral wells = 0. activation, % at 12.5 µM;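 active = mean activation of at least 80% with every replicate also reaching 80%; inconclusive = mean reaches 80% but some replicate falls short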;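 note: 0% = neutral control wells and 100% = parthenolide positive control wells; values of inactives mirror those of a sister screen read the other way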
CAL PDZ FP-1 – blocks peptide binding to human CAL PDZ domain; 0.02% of 330,000 active; inhibition, % at 20 µM; Q9HD26; AID 504414; purified CAL PDZ, TMR-peptide fluorescence polarization, 1 h;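 active = highest replicate inhibition of at least 40%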;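 note: plate controls were DMSO neutral control wells for no effect and unlabeled competitor peptide control wells for full effect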
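Material: tagged CAL PDZ domain; buffer or medium: 25 mM sodium phosphate pH 7.4, 150 mM NaCl, TCEP, IgG, Thesit; compound dosing: single point, 20 µM; schedule: 1 h incubation at room temperature before polarization reading; measured by: FP readout, S and P plane fluorescence; read-out basis: percent inhibition from loss of millipolarization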
phage Ecoli inh – E. coli growth loss with phage present; growth absorbance; inhibition, % at 11.9 µM; 0.26% of 360,000 active; AID 651602; in the data active = inhibition above about 11%
Tat transport – inhibitors of E. coli Tat protein transport | 0.036% of 340,000 active | inhibition, % at 10 µM | E. coli MC4100 TorA-mCherry Tat export, fluorescence | AID 488895;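 active = mean replicate inhibition at least 50% and at least half of replicates individually reaching 50%; inconclusive = only one of the two criteria met; inactive = neither criterion met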;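 note: exported cargo escapes ClpAP degradation while cytoplasmic cargo is degraded and loses fluorescence; 0% = median of neutral control wells and 100% = median of NaSCN control wells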
CAL PDZ FP-2 – CAL PDZ (human) peptide binding inhibition. Q9HD26. purified CAL PDZ, TMR-peptide fluorescence polarization, 1 h. inhibition, % at 24.9 µM. 0.92% of 300,000 active. AID 602252;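 active = mean inhibition of at least 30% with at least half of replicates also reaching 30%; inconclusive = no clear call, values can overlap the other calls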;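 note: 0% = DMSO neutral control and 100% = excess unlabeled competitor peptide PRC23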
SR-BI DiI-HDL act – enhances SR-BI lipid uptake from DiI-HDL | CHO ldlA[mSR-BI] cells, DiI-HDL uptake fluorescence, 3 h; 100 = double the neutral-control signal | activation, % at 12.5 µM | 0.096% of 320,000 active | AID 504775;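 active = mean replicate activation of at least 60% and every replicate at or above 60%; inconclusive = mean or all-replicate condition met, but not both; inactive = mean below 60% and not all replicates reaching 60%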;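 note: 0% = median plate neutral-control signal and 100% = twice that signal; values of inactives mirror those of a sister screen read the other way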
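Assay system: CHO ldlA[mSR-BI] cells, LDL receptor-null, SR-BI overexpressing; medium: Ham's F12 with 0.5% BSA, HEPES 25 mM, pH 7.4; also added: DiI-HDL 10 µg/mL; timing: 3 h uptake period with compound, 37 °C; signal: DiI fluorescence, bottom read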
* hit, by the source's call; u = inconclusive; x = not tested or not shown.

SMILES	E coli growth	AddAB inh	Wnt act	SR-BI DiI inh	MITF TRPM1 HTS	CAL PDZ FP-1	phage Ecoli inh	Tat transport	CAL PDZ FP-2	SR-BI DiI-HDL act
CC(=NNC(=O)c1ccncc1)c1cc(Cl)ccc1Cl	x	x	-5	4	3	0.2	-1.8	-7	-2	-4
O=C(NCCCn1ccnc1)c1ccc(N2CCCCC2)c([N+](=O)[O-])c1	-0.7	2.9	5	31	-12	-1.3	0.1	-15	-2	-31
Cc1c(C(C)(C)C)sc(=NC(=O)c2ccccc2O)n1C	2.1	3.0	22	51	32	-1.6	1.9	-15	-3	-51
CCc1nnc(NC(=O)c2ccc3c(c2)C(=O)N(CC)C3=O)s1	-1.4	-2.3	x	11	5	-2.6	2.4	-8	-1	-11
Cc1nc(Cl)sc1C(=O)Nc1cc(F)cc(F)c1	2.4	2.3	0	12	x	x	0.7	3	-5	-12
COc1cc(NC(=O)Cn2nc(C(F)(F)F)c(Br)c2C)cc([N+](=O)[O-])c1	-1.6	1.5	-1	6	7	0.5	3.5	-3	-4	-6
O=C(C/C(=N\NC(=O)c1ccccc1Br)C(F)(F)F)c1cccs1	0.6	0.7	-1	-13	-8	-0.5	4.9	-2	-1	13
O=C1N(Cc2cccc(Cl)c2)C[C@@H]2C[C@@H](c3c[nH]c4ccccc34)N3CCC[C@@]123	-0.2	4.3	-1	10	-21	-0.9	4.4	2	-2	-10
CN(C)S(=O)(=O)N1CCN(c2ccc(Cl)cc2)CC1	0.6	5.2	x	-3	7	-0.4	3.6	-4	x	3
COc1cccc(CN(C)C(=O)C2CSC3(C)CCC(=O)N23)c1OC (centres undefined)	1.9	1.4	0	-26	-13	0.9	1.9	-9	-3	26
CC(=O)Nc1ccc2ccccc2c1	-1.1	1.0	x	8	24	0.1	x	-7	-2	-8
Cc1ccc(NC(=O)C2Cc3ccccc3CN2C(=O)c2ccccc2)cc1Cl (centres undefined)	4.0	3.2	x	5	10	-1.3	2.6	12	-3	-5
CC(C)(C)CC(=O)Nc1cccc(-c2cn3cccnc3n2)c1	2.3	1.3	-4	6	51	-2.9	3.8	u	-2	-6
C=CCNc1ncnc2c1ncn2C1OC(CO)C(O)C1O (centres undefined)	2.2	3.4	x	-6	-7	0.7	4.0	6	-2	6
Cc1ccc(SCc2ccc(C(=O)N3CCCC3)cc2)cc1	-0.3	1.9	5	11	28	-2.2	5.0	-8	-3	-11
O=C(Nc1cccc(F)c1)Nc1ccnn1C1CCN(C(=O)c2cscn2)CC1	-0.2	3.8	4	-14	19	-2.3	-1.0	-4	-3	14
COc1cc(C2C(C#N)=C(N)Oc3cc(O)ccc32)cc2c1OCO2 (centres undefined)	-0.8	0.8	0	-3	-2	-3.5	1.4	-3	0	3
O=C(CCCN1CCC(NC(=O)c2ccccc2)CC1)c1ccc(Cl)cc1	1.5	3.5	-1	-8	-1	-28	4.8	-5	-2	8
Cc1ccc2nc(Cl)c(/C=N/NC(=O)CN3CCOCC3)cc2c1	4.0	-0.7	1	1	-3	-0.8	2.0	-2	-2	-1
CCCC(=O)NC(=S)Nc1cccc(C(C)=O)c1	2.2	5.1	-1	-10	14	-0.2	2.0	-4	-1	10

As entered above.
CC(C)(C)CC(=O)Nc1cccc(-c2cn3cccnc3n2)c1 in AddAB inh is listed with 1.3
Cc1ccc(NC(=O)C2Cc3ccccc3CN2C(=O)c2ccccc2)cc1Cl (centres undefined) in E coli growth is listed with 4.0

Next section
SMILES	E coli growth	AddAB inh	Wnt act	SR-BI DiI inh	MITF TRPM1 HTS	CAL PDZ FP-1	phage Ecoli inh	Tat transport	CAL PDZ FP-2	SR-BI DiI-HDL act
CN(C)C(/C=C/Nc1cccc([N+](=O)[O-])c1)=C(C#N)C#N	-0.2	2.0	28	-10	-3	0.2	4.0	-8	-2	10
CCS(=O)(=O)c1ncc(Cl)c(C(=O)Nc2ccccc2OC)n1	-1.7	3.8	0	-19	x	-1.3	-0.4	2	-5	19
COc1ccc(S(=O)(=O)NC(C)C(=O)Nc2cccc([N+](=O)[O-])c2)cc1 (centres undefined)	-0.3	1.9	-2	-26	-32	-2.1	1.5	-7	-2	26
Cc1nc(NC(=O)C2CC3CCCC(C2)C3=O)sc1C (centres undefined)	0.5	3.1	x	8	42	-1.5	3.1	0	6	-8
Cc1ccc(OCCn2nnc3ccccc32)cc1C	0.4	2.4	10	0	x	-1.4	2.3	-3	-7	0
C=CCN(CC=C)C(=O)CN1C(=O)NC(C)(c2ccc3cc(OC)ccc3c2)C1=O (centres undefined)	1.4	0.3	0	30	-8	-1.7	0.9	-3	-6	-30
Cc1ccc(N/N=C/c2c(C)c(C#N)c(=O)n(C)c2O)cc1C	x	x	6	-3	3	-2.5	3.7	-5	-2	3
CC(NC(=O)CSc1n[nH]c(=O)n1C1CC1)C12CC3CC(CC(C3)C1)C2 (centres undefined)	1.5	-1.3	-6	-19	4	-0.4	-0.9	-4	-5	19
CC(C)=CC(=O)O[C@@H]1Cc2c(ccc3ccc(=O)oc23)OC1(C)C	-1.8	1.4	3	46	10	-0.4	0.8	-2	-2	-46
CC1=C(C(=O)OC(C)C)C(c2ccccc2)NC(=O)N1C (centres undefined)	1.8	3.6	-1	15	x	0.9	0.5	0	-5	-15
C=CCNC(=O)c1cc(-c2ccc(Br)cc2)on1	-2.2	2.8	x	-8	74	-3.0	2.3	2	6	8
CCOc1ccc2[nH]c(=O)c(CN(CCO)Cc3nnnn3CCc3ccccc3)cc2c1	-0.4	3.7	1	-37	4	-1.6	1.7	-4	-2	37
CC(=O)Cc1nsc(NC(=O)c2ccc(COc3ccccc3)o2)n1	0.1	1.9	x	-19	x	-3.2	2.0	5	4	19
CC(=O)NC(Cc1c[nH]c2ccccc12)C(=O)OCC(=O)N1CCN(S(=O)(=O)c2ccc(Cl)cc2)CC1 (centres undefined)	x	x	0	-4	x	-0.4	1.2	-9	1	4
COc1ccc(CS(=O)(=O)c2nc(C)cc(C)c2S(C)(=O)=O)cc1	-2.2	2.8	0	-5	1	0.2	4.8	-9	0	5
CC(=O)c1ccc(OC(=O)CCc2ccccc2)cc1	-1.6	2.5	0	12	-9	-4.1	-0.1	-10	x	-12
O=C(NCC1CCCN(Cc2ccccc2F)C1)c1cccc(C(F)(F)F)c1 (centres undefined)	-1.2	1.0	-5	13	-3	-1.3	3.6	-3	-3	-13
O=C1[C@@H]2[C@H](C(=O)N1n1cnnc1)[C@H]1C=C[C@@H]2C1	1.4	2.3	3	-16	-3	x	2.9	-12	0	15
COc1ccccc1-c1cc(C(=O)N/N=C/c2ccc(C)o2)c2ccccc2n1	x	x	-5	37	-2	-3.5	1.0	-2	1	-37
Cc1cccc(C)c1N1CCN(C(=O)N2CCCCC2)CC1	0.8	0.8	0	-14	-3	-1.0	5.2	2	1	14

Carrying on.
SMILES	E coli growth	AddAB inh	Wnt act	SR-BI DiI inh	MITF TRPM1 HTS	CAL PDZ FP-1	phage Ecoli inh	Tat transport	CAL PDZ FP-2	SR-BI DiI-HDL act
CN(C)c1cccc(C(=O)Nc2ccc(N3CCOCC3)cc2)c1	-2.3	2.1	x	61	x	1.0	1.8	-4	-5	-61
CCOc1ccc(C(=O)NC2CC(=O)N(c3ccc4c(c3)OCCO4)C2)cc1 (centres undefined)	-0.3	-0.8	-4	3	-2	-1.2	3.2	2	4	-3
CC(CCc1ccccc1)NC(=O)Cc1ccccc1 (centres undefined)	-0.3	3.2	-1	-14	22	-2.8	4.2	-2	-1	14
CCOC(=O)c1cc(=O)n2c(nc3ccccc32)[nH]1	1.5	4.2	16	-14	28	0.1	3.0	-17	0	14
CCOc1cc(-c2noc(CCCC(=O)NC3CCCCC3)n2)ccc1OC	-2.6	2.7	6	31	-4	-3.9	0.9	-2	-12	-31
CC(C)CN1CCC(C(=O)N2CCN(c3ccccc3F)CC2)CC1	0.7	3.5	2	-22	-6	0.6	1.9	-5	0	22
O=C(c1cccs1)N1CCc2ccccc21	-1.6	1.6	x	-6	79	-2.8	2.3	11	x	6
COc1ccccc1NC(=O)CC(NCCN(C)C)C(=O)O (centres undefined)	-1.9	1.5	-2	10	-7	-0.4	1.4	-6	-1	-10
CCOC(=O)c1ccccc1NC(=O)c1cccnc1	1.2	-0.9	x	9	7	-1.3	2.8	0	x	-9
CC(C)C(NC(=O)c1ccc([N+](=O)[O-])cc1Cl)C(=O)N1CCCC1 (centres undefined)	-0.8	2.9	-3	-17	7	-2.3	1.1	8	2	17
COc1ccc(CCC(=O)NNC(=O)c2cccs2)cc1	-1.7	1.1	-1	-31	-5	-1.3	1.6	5	-9	31
Cc1ccc(-c2nnc(Nc3ccc(CC(N)=O)cc3)c3ccccc23)cc1	-0.6	0.9	-5	51	-3	-1.9	1.7	-3	20	-51
Cc1c(C#N)c(N=CN(C)C)c(C(=O)c2ccccc2)n1-c1ccc(Br)cc1	-0.4	3.0	-6	18	-3	-2.2	-0.1	1	1	-18
CCOC(=O)C1C(=O)CC(C)(O)C(C(=O)OCC)C1c1ccc(SC)cc1 (centres undefined)	-1.5	3.9	x	5	9	-2.8	3.4	1	-2	-5
